Source: PubChem
TDP2 absorb = TDP2 (human) inhibition, absorbance primary screen; O95551; recombinant TDP2, T5PNP hydrolysis, p-nitrophenol absorbance 415 nm; inhibition, % at 12.8 µM; 0.34% of 370,000 active;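 active means inhibition above the mean of all tested compounds plus 3 SD, set per campaign, cut at about 25% in these data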;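 further: 0% = DMSO with enzyme and 100% = buffer with substrate but no TDP2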
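System – recombinant human TDP2 · Quantity – TDP2 enzyme at 120 nM final · Doses – single concentration, 12.8 µM nominal, with 1% DMSO · Incubation – 2 h at 37 °C · Measured by – epi absorbance of p-nitrophenol freed from T5PNP by hydrolysis · Read-out – % inhibition relative to enzyme-containing and enzyme-free wells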
ABHD4 inh = inhibitors of mouse ABHD4; Q8VD66; purified mABHD4, FP-Rh probe fluorescence polarization; inhibition, % at 8.92 µM; 0.54% of 370,000 active;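 active means inhibition exceeding the mean over every tested compound plus 3 SD, cut at about 30% in these data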;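 further: 0% = plate median of compound wells and 100% = S159A mutant with DMSO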
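Doses – 8.92 µM, single dose · Material – wild-type mouse ABHD4 protein · Replication – single well per compound (singlicate) · Measure – percent inhibition of probe binding, normalized to plate controls · Schedule – 45 min compound pre-incubation plus 60 min probe step, 25 °C · Detection – fluorescence polarization with parallel and perpendicular emission, 525/598 nm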
rCAG binder = binds r(CAG) RNA repeats. inhibition, % at 3 µM. 1.3% of 370,000 active. r(CAG) RNA repeat, TO-PRO-1 dye displacement fluorescence;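 active means inhibition above the plate cutoff, the mean of all test compounds on that plate plus 3 SD, cut at about 35% in these data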;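 further: 0% = DMSO alone and 100% = 100 µM mitoxantrone as full dye displacement; higher means more dye released from RNA so lower well fluorescence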
NR1D1 modulator = Rev-erb alpha (human) modulation; 0.79% of 370,000 active; P20393; Rev-erbα–FITC-DNA binding, fluorescence polarization, 90 min; activity, % at 10 µM;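 active means activity above about 14%, limit read from the data; passing the limit was not always enough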;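 further: 0% = DMSO wells with 35 nM protein and 100% = DMSO wells with 750 nM protein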
Target sequence (P20393 whole entry, looked up): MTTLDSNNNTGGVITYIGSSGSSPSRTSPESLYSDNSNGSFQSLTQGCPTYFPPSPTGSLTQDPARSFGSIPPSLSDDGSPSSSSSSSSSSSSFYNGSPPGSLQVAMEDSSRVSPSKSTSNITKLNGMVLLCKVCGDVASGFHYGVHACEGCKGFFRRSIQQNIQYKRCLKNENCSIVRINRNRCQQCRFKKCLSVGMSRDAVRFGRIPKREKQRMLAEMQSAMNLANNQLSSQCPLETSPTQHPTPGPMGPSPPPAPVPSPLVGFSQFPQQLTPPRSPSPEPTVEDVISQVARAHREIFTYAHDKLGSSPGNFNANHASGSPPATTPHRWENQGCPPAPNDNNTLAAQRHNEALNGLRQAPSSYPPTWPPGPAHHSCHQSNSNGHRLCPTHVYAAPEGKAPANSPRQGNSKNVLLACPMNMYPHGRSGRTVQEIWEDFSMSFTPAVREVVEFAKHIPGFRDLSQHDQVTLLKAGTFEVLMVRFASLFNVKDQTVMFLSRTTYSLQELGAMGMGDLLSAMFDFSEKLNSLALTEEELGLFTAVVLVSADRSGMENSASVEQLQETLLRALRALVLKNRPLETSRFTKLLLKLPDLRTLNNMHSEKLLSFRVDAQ
PG9 Ab binder = PG9 antibody binding by small molecule. TR-FRET gp120-PG9 antibody binding. inhibition, % at 6.7 µM. 0.43% of 360,000 active; in the data active means inhibition above about 8.5%
PRMT1 inh = blocks human protein arginine methyltransferase 1; Q99873; recombinant PRMT1, activity-based probe fluorescence polarization; inhibition, % at 2.79 µM; 1.3% of 370,000 active;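 active means inhibition above about 21% made by adding two undisclosed values, limit read from the data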
HTRA1 inhibitor = blocks human HTRA1 serine peptidase; Q92743; recombinant HTRA1, FP-rhodamine activity-based probe, fluorescence polarization; 0.5% of 340,000 active; inhibition, % at 5.96 µM; in the data active means inhibition above about 36%;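 further: 0% = enzyme with DMSO and 100% = wells lacking enzyme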
LEDGF integ inh = blocks HIV-1 LEDGF/p75-dependent DNA integration; TR-FRET IN-LEDGF/p75 DNA integration, Eu/Cy5; AID 743269; 0.64% of 370,000 active; inhibition, % at 3.7 µM;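 active means inhibition above the screen-wide mean plus 3 SD, cut at about 13% in these data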;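 further: signal is the Cy5 over europium emission ratio at 671 and 618 nm; 0% = plate median of compound wells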
TCR CD3 inh = inhibitors of human TCR-CD3 interaction; inhibition, % at 9.4 µM; 0.37% of 360,000 active; TAMRA-labeled TCR probe fluorescence, biochemical; in the data active means inhibition above about 19%;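 further: recombinant mutant TCR 2C K166C tagged with TAMRA read by polarization; 0% = receptor in buffer alone and 100% = receptor with positive control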
SIAE inh = inhibitors of human sialic acid acetylesterase SIAE; Q9HAT2; SIAE FP-Rh probe binding, fluorescence polarization; inhibition, % at 9.66 µM; 0.69% of 370,000 active; AID 1053197;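 active means inhibition above a cutoff: mean of compounds within the control limits plus 3 SD of those, cut at about 17% in these data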;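 further: 0% = plate median of compound wells and 100% = probe without SIAE protein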
Target sequence (Q9HAT2 whole entry, looked up): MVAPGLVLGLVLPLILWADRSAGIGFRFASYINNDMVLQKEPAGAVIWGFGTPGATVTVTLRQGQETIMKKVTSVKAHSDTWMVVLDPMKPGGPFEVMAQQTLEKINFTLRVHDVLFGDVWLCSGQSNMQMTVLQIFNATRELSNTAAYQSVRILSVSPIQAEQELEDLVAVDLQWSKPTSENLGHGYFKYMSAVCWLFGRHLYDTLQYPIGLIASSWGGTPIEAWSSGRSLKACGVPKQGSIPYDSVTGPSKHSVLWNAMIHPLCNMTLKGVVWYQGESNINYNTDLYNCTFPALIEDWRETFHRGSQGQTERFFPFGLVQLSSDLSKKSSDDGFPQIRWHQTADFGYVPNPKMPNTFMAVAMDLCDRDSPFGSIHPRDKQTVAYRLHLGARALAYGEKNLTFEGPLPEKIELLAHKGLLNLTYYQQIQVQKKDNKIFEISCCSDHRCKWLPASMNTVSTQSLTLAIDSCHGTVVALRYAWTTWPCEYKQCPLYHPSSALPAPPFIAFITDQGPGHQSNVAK
An asterisk follows results filed as active; . = no result given.

SMILES	TDP2 absorb	ABHD4 inh	rCAG binder	NR1D1 modulator	PG9 Ab binder	PRMT1 inh	HTRA1 inhibitor	LEDGF integ inh	TCR CD3 inh	SIAE inh
Cc1cc(C)cc(CC2CC(=O)N(c3nc(C)cc(C)n3)C2=O)c1 (stereo unspecified)	1	-4	-3	-7	0.4	-2	0	1	1	3
COc1cc(CNC(C)(C)CO)cc(Br)c1OCc1ccc(Cl)cc1	0	15	-1	4	-1.5	1	6	-2	-6	4
CC1CCN(C(=O)C(C)Sc2nc(-c3ccccc3)cc(C(F)(F)F)n2)CC1 (stereo unspecified)	-3	-4	0	1	1.0	-4	-30	0	-4	-1
CNc1ccn(C2CCCO2)c(=O)n1 (stereo unspecified)	0	-1	0	-3	-3.2	4	4	-3	5	-7
O=C(CSc1nc2ccccc2c(=O)n1CCCO)NC1CC1	7	2	0	4	-0.5	0	4	-2	-5	0
COCCOCC(O)CN1CCN(c2ccc(C)cc2)CC1 (stereo unspecified)	1	0	0	2	3.4	5	0	-3	4	3
CCOC(=O)C1CCN(c2ncnc3c2cnn3-c2ccc(Cl)cc2)CC1	7	2	-7	-10	-2.5	-5	-1	-2	3	-2
COc1ccc(CC(N)c2csc(NC(=O)c3ccccc3)n2)cc1 (stereo unspecified)	4	-4	13	7	-0.8	3	.	3	-2	-7
O=C(OC1CCc2ccccc2C1=O)c1ccccc1O (stereo unspecified)	7	-5	2	-1	-1.8	1	-2	-2	2	2
COc1ccc(NC(=O)NCCN2C(=O)C3C4C=CC(C4)C3C2=O)cc1 (stereo unspecified)	-3	-5	2	12	-1.0	-2	-3	-1	5	-2
Cc1ccc(NC(=S)N/N=C/c2ccc(OCCC(C)C)cc2)c(C)c1	-9	-5	13	1	-2.3	-1	-34	2	3	-1
CCC(CC)C(=O)Nc1c(C)n(C)n(-c2ccccc2)c1=O	-7	1	2	5	-0.1	0	5	-1	6	-4
CC(=O)Nc1cccc(C(=O)OC(C(=O)c2ccc(C)cc2)c2ccccc2)c1 (stereo unspecified)	0	-46	6	9	1.1	0	-46	-2	5	-12
Cc1onc(-c2ccccc2)c1-c1ccnc(N)n1	10	-1	-2	6	0.7	-9	5	0	5	6
CCCCNC(=O)COC(=O)c1c2c(nc3ccccc13)/C(=C/c1cccs1)CC2	2	-14	19	-4	3.7	2	-32	1	2	-4
COc1ccc(N=c2oc3cc(O)ccc3cc2C(=O)NCC2CCCO2)cc1 (stereo unspecified)	-2	11	8	-9	-2.1	1	-3	1	3	7
Cc1noc(C)c1COc1ccc(C(=O)OCC(=O)NC2CCCCC2C)cc1 (stereo unspecified)	8	10	3	-2	-2.5	4	-7	-1	-5	-3
Cc1ccccc1Nc1nc(N)nc(CN2CCN(c3ccccn3)CC2)n1	1	1	1	3	-1.2	2	2	3	5	-1
Cn1cnnc1Sc1ccc(C(=O)OCC(=O)Nc2ccccc2)cc1[N+](=O)[O-]	8	3	8	-3	-1.7	-1	4	0	-5	-5
COc1cc(C(=O)Nc2cccc(-c3nc4cc(C)ccc4o3)c2)cc(OC)c1OC	-9	-12	0	61*	0.6	3	-10	1	-5	-14
COc1cccc(CN(C)C(=O)CC[C@H]2O[C@@H](n3ccc(=O)[nH]c3=O)[C@H](O)[C@@H]2O)c1	0	3	2	3	-1.7	-3	.	4	-4	-5
O=C(N/N=C/c1cccc(F)c1)c1csc2c1CCCC2	-12	-3	-2	1	-0.8	2	-20	-5	8	-4
Cc1csc(-c2cc(C(=O)NCc3ccc(F)cc3)n[nH]2)c1	2	-7	1	-1	-0.1	-5	.	3	5	5
Cc1cc(N/C=C/C(=O)c2ccc(Br)cc2)no1	7	-3	0	-7	0.6	-4	1	-3	2	-5
CCCc1c(O)nc(SC2CC(=O)N(c3cc(OC)ccc3OC)C2=O)[nH]c1=O (stereo unspecified)	-7	-3	7	8	-0.9	5	3	1	2	7

(continued)
SMILES	TDP2 absorb	ABHD4 inh	rCAG binder	NR1D1 modulator	PG9 Ab binder	PRMT1 inh	HTRA1 inhibitor	LEDGF integ inh	TCR CD3 inh	SIAE inh
O=C(NCCCn1ccnc1)c1cn(-c2ccccc2)nc1-c1ccccc1	3	-6	-4	1	0.5	-2	-1	-4	6	6
Cc1cccc(N2O[C@H]3C=C[C@@H]2C3)n1	-11	14	10	-4	0.4	10	.	3	6	4
Cc1ccccc1OCc1ccc(C(=O)N2CC(C)OC(C)C2)o1 (stereo unspecified)	-5	-1	-5	1	1.3	2	3	1	3	-2
COc1cccc(CC(NC(C)=O)C(=O)NC2CCN(C(=O)c3ccc(Cl)cc3)CC2)c1 (stereo unspecified)	8	-2	-6	-6	-0.8	-4	13	0	8	0
NNC(=O)CNC(=O)c1ccccc1F	9	0	1	10	-1.2	-1	-1	0	-2	-2
COc1ccc(/C=N/NC(=O)CN2CCS(=O)(=O)CC2)cc1	1	9	0	-5	-1.6	-1	-1	-1	1	0
Cc1ccc(C)c(N2N=C(C(=O)Nc3ccc(N4CCOCC4)cc3)CCC2=O)c1	-12	-9	-1	8	-3.4	-2	-8	4	-8	-3
O=C(Cn1cnc2sc(-c3ccccc3)cc2c1=O)NCc1ccccc1	-10	-9	6	-8	-0.9	0	-11	4	-2	-17
Cc1ccc(NC(=O)C(C)OC(=O)c2ccc(Cl)nc2)cc1S(=O)(=O)N1CCOCC1 (stereo unspecified)	5	-4	17	-1	1.4	0	-9	-1	12	-5
COC(=O)c1ccc(OC)c(OC2CCCC2)c1	6	3	-1	-3	-12	-4	0	2	-1	6
CNC(=S)N1CCC(NC(=O)C23CC4CC(CC(C4)C2)C3)CC1	-8	-4	-5	1	-2.0	-1	.	4	-2	-8
CCCCn1c(NC(=O)c2ccccc2)nc2ccccc21	-25	-15	-3	1	-0.7	-1	17	26*	7	-14
CC(C)NS(=O)(=O)c1ccc(CCC(=O)N2CCC(C(N)=O)CC2)cc1	8	2	3	-6	-2.0	-1	7	-2	8	0
CNC(=O)CSc1nc2[nH]ncc2c(=O)[nH]1	10	-1	0	-2	-0.6	-1	3	-3	0	6
CC1CCCN(C(=O)CN(c2ccccc2)S(=O)(=O)c2ccc(F)cc2)C1 (stereo unspecified)	-8	-4	-1	0	0.1	-3	2	3	-8	4
O=C(NCc1ccc2c(c1)OCO2)C1CCCN1S(=O)(=O)c1ccc(F)cc1 (stereo unspecified)	-13	-3	-3	-7	0.1	5	1	-3	0	0
O=C1CCN(CCc2ccccc2)CCN1CCOc1ccccc1	-1	5	-6	-6	-1.5	0	-3	-1	-1	-4
CC1CCCCN1S(=O)(=O)c1ccc(C(=O)Nc2ccccc2-c2nc3ccccc3[nH]2)cc1 (stereo unspecified)	-5	-10	7	10	-2.3	-3	-24	0	9	-101
Cc1occc1-c1nnc(SCC(=O)N(C)c2ccccc2)o1	7	9	-6	-2	2.3	0	-3	-4	-6	-1
O=C(O)c1ccc(NC(=S)NC2CCCCC2)cc1	-12	0	4	-2	-1.1	-2	-1	7	-6	-2
O=S(=O)(c1cnc[nH]1)N1CCCCCC1	-6	-2	3	-3	0.0	4	5	-1	3	2
CCC(C)NC(=O)c1cn(CC)c2cc(N3CCN(C)CC3)c(F)cc2c1=O (stereo unspecified)	1	3	-4	-1	-1.2	0	.	1	0	-1
COc1cc(C(=O)OCC(=O)NCc2ccco2)cc(OC)c1OC	-10	-2	10	-2	0.3	5	1	3	-8	-4
Cc1cc(C(=O)NNC(=O)c2ccc(C(F)(F)F)cc2)no1	6	-1	-4	-3	1.2	1	1	0	2	3
COc1ccccc1-n1cc([C@@H]2C[C@H]3CN(c4ccccc4)C(=O)[C@]34CCCN24)cn1	-4	-40	-16	-2	1.2	0	.	-6	-14	-29

The listing continues.
SMILES	TDP2 absorb	ABHD4 inh	rCAG binder	NR1D1 modulator	PG9 Ab binder	PRMT1 inh	HTRA1 inhibitor	LEDGF integ inh	TCR CD3 inh	SIAE inh
Cc1ccc(C(=O)COC(=O)COc2ccccc2[N+](=O)[O-])s1	-16	-5	3	-5	0.0	-4	0	-4	-6	-4
COCC1CCCCN1C(=O)c1cc(COc2ccc3ncccc3c2)on1 (stereo unspecified)	0	3	-5	7	-1.7	1	7	-2	-3	-5
Cc1sc(NC(=O)CSC2=NCCS2)nc1-c1ccccc1	4	-8	0	4	0.1	4	-25	-3	-5	-9
COc1ccc(OC(C)C(=O)NCCC2=CCCCC2)cc1 (stereo unspecified)	3	-7	-8	4	-0.3	-2	-3	8	7	0
COc1ccc(NC(=O)COc2cccc(-n3cnnn3)c2)cc1Cl	7	5	2	15	1.7	2	1	1	-2	-15
O=C(CNC(=O)c1ccco1)OCC(=O)c1ccccc1Cl	-4	1	-1	-1	-0.4	-4	-5	5	-1	-1
COc1ccc(C2CC(c3ccccc3)=NN2c2ccc(C(N)=O)cc2)cc1 (stereo unspecified)	-10	7	6	-5	0.4	4	2	2	1	8
COc1ccc(CN2CCC(CNC(=O)Nc3ccc(C)c(F)c3)CC2)cc1	10	4	5	-1	.	-2	.	0	.	-5
C=CCC[C@@H](Cc1ccc(F)cc1)C(=O)OC[C@H](Cc1c[nH]c2ccccc12)NC(=O)[C@@H](CC=C)CC(=O)N[C@@H](CO)Cc1ccccc1	-7	-10	3	5	-1.2	2	-16	-1	-1	-1
Cc1onc(-c2c(F)cccc2Cl)c1C(=O)N1CCSCC1	1	-2	-3	2	-2.0	3	.	-2	-3	-1
CCN(CCn1cccn1)C(=O)CCc1nnc(CCc2ccccc2OC)o1	2	-2	-6	2	-2.5	-2	-6	-3	5	3
O=C(Nc1ccccc1O)C(c1ccccc1)c1ccccc1	6	-16	5	-7	1.2	-1	-10	-1	-4	-6
O=C(Nc1cc([N+](=O)[O-])ccc1Cl)c1ccc2c(c1)OCO2	8	0	2	-3	-0.3	-3	-1	-2	3	-7
COc1ccc2nc(NC(=O)CSC(C)C(=O)Nc3cc(C)on3)sc2c1 (stereo unspecified)	3	4	3	2	-1.2	7	-3	-6	-3	-1
Cc1cccc(NC(=S)NC(=O)/C=C/c2ccccc2)n1	-1	0	-2	4	-4.0	-1	4	1	-1	-7
Cc1ccc(CSCC(=O)Nc2ccccc2C(=O)O)cc1	14	-6	3	-8	-1.5	-5	-3	-2	1	0
O=S(=O)(NC1CCCC1)c1ccccc1Cl	-1	0	-2	6	0.7	-1	0	0	-3	0
Cc1cc([N+](=O)[O-])ccc1NC(=O)CSc1nncn1-c1ccccn1	-1	2	1	-3	-0.6	-2	0	-1	0	-6

Structures listed so far containing two or more sulfur atoms, in the order listed:
SMILES	TDP2 absorb	ABHD4 inh	rCAG binder	NR1D1 modulator	PG9 Ab binder	PRMT1 inh	HTRA1 inhibitor	LEDGF integ inh	TCR CD3 inh	SIAE inh
Cc1sc(NC(=O)CSC2=NCCS2)nc1-c1ccccc1	4	-8	0	4	0.1	4	-25	-3	-5	-9
COc1ccc2nc(NC(=O)CSC(C)C(=O)Nc3cc(C)on3)sc2c1 (stereo unspecified)	3	4	3	2	-1.2	7	-3	-6	-3	-1

Only NR1D1 modulator, for 3 of the compounds above:
SMILES,NR1D1 modulator
Cn1cnnc1Sc1ccc(C(=O)OCC(=O)Nc2ccccc2)cc1[N+](=O)[O-],-3
COc1cc(C(=O)Nc2cccc(-c3nc4cc(C)ccc4o3)c2)cc(OC)c1OC,61*
COc1cccc(CN(C)C(=O)CC[C@H]2O[C@@H](n3ccc(=O)[nH]c3=O)[C@H](O)[C@@H]2O)c1,3

Only part of the results is shown; the hit share may differ from the screen's.
